# mcGAS lum: cyclic GMP-AMP synthase inhibitors, mouse, primary biochemical chemiluminescence. Q8C6L5. recombinant cGAS, Kinase-Glo ATP depletion luminescence. inhibition, % at 12.5 µM. 0.15% of 160,000 active. AID 1259399, 2018;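 also: 0% = negative control wells and 100% = reference inhibitor with no enzyme activity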
# hcGAS lum: Primary biochemical luminescence assay for human cyclic GMP-AMP synthase inhibitors; Q8N884; inhibition, % at 12.5 µM; recombinant h-cGAS, ATP depletion, Kinase-Glo luminescence; 0.081% of 290,000 active;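 also: 0% = vehicle reaction and 100% = reaction without DNA for no activity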
# Target sequence (Q8N884 whole entry, looked up): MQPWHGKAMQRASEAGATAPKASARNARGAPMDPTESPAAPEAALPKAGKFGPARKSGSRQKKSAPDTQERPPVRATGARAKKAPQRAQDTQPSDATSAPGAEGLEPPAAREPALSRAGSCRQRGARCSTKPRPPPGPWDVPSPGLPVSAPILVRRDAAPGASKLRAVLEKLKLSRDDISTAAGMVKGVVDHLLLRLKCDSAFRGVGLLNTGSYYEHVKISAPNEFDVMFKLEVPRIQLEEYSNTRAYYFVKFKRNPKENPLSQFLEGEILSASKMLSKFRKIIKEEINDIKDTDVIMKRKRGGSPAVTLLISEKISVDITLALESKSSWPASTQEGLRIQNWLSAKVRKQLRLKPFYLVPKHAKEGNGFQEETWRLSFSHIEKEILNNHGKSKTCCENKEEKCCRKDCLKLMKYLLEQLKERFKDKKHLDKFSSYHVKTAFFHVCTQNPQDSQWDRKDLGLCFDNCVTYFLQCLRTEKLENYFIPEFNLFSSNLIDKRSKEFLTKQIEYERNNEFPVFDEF
# NPYLR7 agonist: agonists of mosquito NPYLR7 receptor, primary screen, cell-based, Aedes aegypti, calcium fluorescence, mosquito biting behavior. HEK293T NPYLR7/Galpha15, GCaMP6s calcium fluorescence. activation, % at 10 µM. 0.15% of 270,000 active. Aedes aegypti neuropeptide Y-like receptor 7 (NPYLR7); in the data active = activation above about 40%;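 also: 0% = vehicle and 100% = reference agonist at the receptor; some compounds past the cut are filed as inactive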
# * marks the source's active call; other numbers are inactive results; x = no result given; & = joins results of further samples. Rule as the data show it, unless noted: active = inhibition above about 40%; inactive = the rest.
structure	mcGAS lum	hcGAS lum	NPYLR7 agonist
COCCCNCc1nc2sc3c(c2c(=O)[nH]1)CCCC3	-6	-9	4
Cc1nc(SC2CCOC2=O)n(C2CCCCC2)c1C (stereo not drawn)	x	-8	6
O=C(O)CC(O)(c1ncc[nH]1)C(F)(F)F (stereo not drawn)	x	-4	-13
COc1cc2c(cc1OC)C1CN(C(=O)C(OC(C)=O)c3ccccc3)CC(=O)N1CC2 (stereo not drawn)	-5	-8	19
COc1ccc(S(=O)(=O)Oc2ccccc2CN(CC2CCCO2)C(=O)C(C)C)cc1 (stereo not drawn)	-9	-4	-9
Cc1nc(N2CCOCC2)c2oc3ccccc3c2n1	-6	-5	9
CCc1ncc2c(n1)CN(C(=O)c1csc3c1CCCC3)C2	-13	-10	3
C=CCNC(=O)C(NC(=O)c1ccccc1)C1CCN(C(=O)COC)CC1 (stereo not drawn)	-4	-3	7
NC(=NOC(=O)c1ccc(Cl)cc1Cl)c1ccccn1	x	-44	-2
COCCCN(Cc1cccc(F)c1)Cc1cccn1Cc1ccccc1F	-4	-4	1
CCOC(=O)C(C)Sc1ncnc2c1nnn2-c1ccc(OC)cc1 (stereo not drawn)	5	2	-1
O=C(Nc1ccc(Cl)cn1)c1ccc(Cn2cc(Br)c([N+](=O)[O-])n2)cc1	x	3	1
O=C1NC2(CCN(C(=O)c3ccc([N+](=O)[O-])cc3)CC2)Nc2cccc(F)c21	-5	-7	8
CCN(C(=O)C(C)N1CCN(c2cccc(C)c2C)CC1)C1CCS(=O)(=O)C1 (stereo not drawn)	-5	-3	8
CC1=C(C(=O)OC2CCCC2)C(c2ccccc2Cl)NC(=O)N1C (stereo not drawn)	-3	-5	-2
O=C(NCc1ccc(Cl)cc1Cl)N1CCOC(C(F)(F)F)C1 (stereo not drawn)	-15	-4	x
Cc1ccc(-c2nc(C)c(Cc3ccccc3)c(N3CCN(S(=O)(=O)c4cccc5ccccc45)CC3)n2)cc1	-6	-10	-4
CCOC(=O)c1cc(-c2ccc(N3CCN(C(=O)c4cc(C)oc4C)CC3)cc2)n(-c2ccc(F)cc2)n1	-4	0	21
COCCCN1C(=O)CC(CC(=O)N2CCCC2c2ccc(F)cc2)(c2ccccc2OC)C1=O (stereo not drawn)	-27	-6	6
Cc1c(S(=O)(=O)N2CCCCC2)c(=O)n(C)c(=O)n1C	-7	-8	0
CC(O)Cn1ccnc1-c1ccc(C#CCCO)cc1 (stereo not drawn)	-14	-6	18
COc1cn(CC(=O)NCc2ccc(F)cc2)c(CSc2nncn2C)cc1=O	-6	-4	-1
CCN(CC)C(=O)[C@@H]1C[C@@H](N)CN1S(=O)(=O)c1cc(C)ccc1OC	x	-3	1
CSc1ccc(C(=O)N(Cc2cccnc2)CC2CCN(C3CCCC3)CC2)cc1	0	4	-5
O=C(CCn1ccc(=O)[nH]c1=O)N1C[C@@H]2[C@@H]3CC[C@@H](C3)[C@@H]2C1	-15	-6	11
O=C(Cc1csc(-c2ccccn2)n1)Nc1ccc2c(c1)OCCO2	x	-7	13
O=C(Cc1ccc(F)cc1)N1C[C@H](Oc2ccccn2)[C@H]2C[C@@H]1Cc1c2[nH]c2ccccc12	-7	-5	13
O=C(Nc1ccc(NCN2C(=O)c3ccc([N+](=O)[O-])cc3C2=O)cc1)c1ccccc1	-3	-5	1
COC(=O)c1ccc(Cn2c(C)c(C(=O)NCc3ccc(C(F)(F)F)cc3)sc2=O)o1	x	7	-7
CCc1ccc(N2CC(C)Cn3c2nc2c3c(=O)n(CC(=O)OCc3ccccc3)c(=O)n2C)cc1 (stereo not drawn)	-6	-9	1
Cc1nc(SCC(=O)NCC(O)Cc2ccccc2)n[nH]1 (stereo not drawn)	x	-6	4
O=C(OCc1nc(C(=O)N[C@@H]2C[C@H]3CC[C@@H]2C3)cs1)c1ccccc1	2	2	-10
CC(C)c1nc(CNC(=O)c2ccc(N3CCCC3c3ccccn3)nc2)no1 (stereo not drawn)	x	2	4
COc1cccc(Nc2nc(C(N)Cc3ccccc3)cs2)n1 (stereo not drawn)	-7	-4	-3
Cc1cc(C)n(N=Cc2cccc([N+](=O)[O-])c2)c(=O)c1	-5	-6	0
O=C(CN(CCN1CCOCC1)C(=O)Nc1cccc(C(F)(F)F)c1)N(Cc1ccc(F)cc1)Cc1cccs1	-3	-1	2
CCOC(=O)N1CCN(C(=O)CSc2ccc3nnc(-c4ccc(C)cc4)n3n2)CC1	-1	-2	1
CC1CCCCN1CC(=O)N1N=C(c2ccccc2Cl)CC1c1cccn1C (stereo not drawn)	-3	-1	18
Cc1c[nH]c(CN2CCOC(C(F)(F)F)C2)c(C)c1=O (stereo not drawn)	x	-5	4
O=C(Cc1cc2c(cc1Br)OCCO2)NCCCN1CCCC1=O	x	-6	-2
COc1cccc2sc(NC(=O)CCNC(=O)c3ccco3)nc12	x	-1	0
CCc1nc2c(OCCOc3ccc(F)cc3)cccn2c1N(C)C(=O)c1ccc(C)cc1	5	8	-19
O=C(NCc1ccc(-n2cncn2)nc1)[C@@H]1CCCN1C(=O)c1ccco1	x	-5	21
CN(CCc1c[nH]c2ccccc12)C(=O)c1cncn1-c1ccc(-c2ccc(F)c(F)c2)cc1	-7	-4	27
CC(C)CC(=O)Nc1ccnn1C1CCN(C(=O)c2cncc(F)c2)CC1	x	-2	-13
Cc1cn2c3c(=O)n(CCN4CCOCC4)c(=O)n(C)c3nc2n1-c1ccc(F)cc1	x	-6	13
CC(=O)N1CCc2c(sc(NC(=O)c3cccs3)c2-c2nc3ccccc3s2)C1	x	-6	4
CCc1ccccc1-n1nc(C(C)C)nc1CCn1cnnn1	x	-1	-3
O=C(NCCCn1cccn1)C1CC2CCCCC2N1C(=O)c1cccc(Cl)c1 (stereo not drawn)	x	3	-5
CC(=O)c1ccc(Oc2cc(C(C)C)nc(SCc3cccc(C#N)c3)n2)cc1	-6	-6	1
C=CCCCCCCCCCCCC(O)CC(O)CO (stereo not drawn)	x	-5	4
CCCCCc1nnc(NC(=O)c2cccc(Br)c2)s1	x	-4	0
COc1ccc(-c2noc(-c3ccc(Br)o3)n2)cc1OC	x	2	6
CCCc1cn(CC2CCCN(C(=O)NC3CCCCCC3)C2)nn1 (stereo not drawn)	x	-5	-1
Cc1cn(CCNC(=O)CC2COc3ccc(C(=O)N(C)C)cc3N2C)nn1 (stereo not drawn)	x	-4	16
COc1ccc(OC)c(NC(=O)CC23CC4CC(C2)CC(c2ccccc2)(C4)C3)c1	x	-4	4
Cc1cc([N+](=O)[O-])nn1CC(=O)Nc1cc(Cl)ccc1O	-6	0	-4
CCN(CC)CCNC(=O)c1cc(NC(=O)Nc2ccc(C)cc2)ccc1N1CCCC1	-7	-3	8
CCC(C)(O)CC(=O)N1CCC2(CC1)Nc1ccccc1C(=O)N2c1ccc(OC)cc1 (stereo not drawn)	x	-8	0
Cc1cc(=O)[nH]c(SCC(=O)Nc2cc(C)on2)n1	x	-10	4

# Further records follow:
structure	mcGAS lum	hcGAS lum	NPYLR7 agonist
COc1ccc(OC)c(NC(=O)CSc2nc3c(-c4ccccc4)c[nH]c3c(=O)n2C2CC2)c1	-9	-4	2
O=C(NC1CCCC[C@H]1N(Cc1ccc(Cl)cc1)C(=O)c1ccccc1)C1CCCN(C(=O)C2CC2)C1 (stereo partly drawn)	-1	-2	9
CCCCc1ncc(CN2CCC(C(=O)Nc3ccccc3-c3cccc(OC)c3)CC2)[nH]1	-11	-4&-7	7&12
CC(NC(=O)Cc1ccc(Oc2nc(Cc3ccc(F)cc3)ns2)cc1)c1ccccc1 (stereo not drawn)	-4	-1	0
COC(=O)C1C(=O)C(=C(C)N2CCCC2)C(=O)CC1(C)C (stereo not drawn)	x	0	-8
CC(Oc1ccc(F)cc1)C(=O)N1CCN(CC(=O)Nc2ccc(F)cc2)CC1 (stereo not drawn)	x	-4	5
Cc1ccc(-c2nc(Cn3c(=O)n(C(C)C)c(=O)c4ccccc43)c(C)o2)cc1	-9	-5	2
Cc1ccc(C(=O)N2CCC(C)CC2)c(C2CCN(Cc3ccsc3)CC2)n1	-5	-6	x
Cc1cc(O)c(CN(C)C)c2c1C(=O)/C(=C/c1ccncc1)O2	-4	-4	16
COc1ccc(CCN(C)C2CCCN(S(=O)(=O)c3c(C)n[nH]c3C)C2)cc1OC (stereo not drawn)	-11	-8	7
CCN(CC)Cc1cnc2c(C(=O)Nc3ccc4c(c3)OCCO4)cnn2c1	x	-2	25
CCOc1ccc(-c2nnc(SC(F)F)n2CCC(=O)OCC(=O)/C(C#N)=C(\C)N)cc1	x	-3	-5

# Two records drawn at random from those above:
structure	mcGAS lum	hcGAS lum	NPYLR7 agonist
O=C(NCCCn1cccn1)C1CC2CCCCC2N1C(=O)c1cccc(Cl)c1 (stereo not drawn)	x	3	-5
CCOC(=O)c1cc(-c2ccc(N3CCN(C(=O)c4cc(C)oc4C)CC3)cc2)n(-c2ccc(F)cc2)n1	-4	0	21

# An excerpt from above in order of formula weight, ascending:
structure	mcGAS lum	hcGAS lum	NPYLR7 agonist
Cc1cc(=O)[nH]c(SCC(=O)Nc2cc(C)on2)n1	x	-10	4
COC(=O)C1C(=O)C(=C(C)N2CCCC2)C(=O)CC1(C)C (stereo not drawn)	x	0	-8
Cc1cc(O)c(CN(C)C)c2c1C(=O)/C(=C/c1ccncc1)O2	-4	-4	16
Cc1cc([N+](=O)[O-])nn1CC(=O)Nc1cc(Cl)ccc1O	-6	0	-4
Cc1ccc(-c2nc(Cn3c(=O)n(C(C)C)c(=O)c4ccccc43)c(C)o2)cc1	-9	-5	2
CC(Oc1ccc(F)cc1)C(=O)N1CCN(CC(=O)Nc2ccc(F)cc2)CC1 (stereo not drawn)	x	-4	5
COc1ccc(OC)c(NC(=O)CC23CC4CC(C2)CC(c2ccccc2)(C4)C3)c1	x	-4	4
COc1ccc(CCN(C)C2CCCN(S(=O)(=O)c3c(C)n[nH]c3C)C2)cc1OC (stereo not drawn)	-11	-8	7
CCN(CC)CCNC(=O)c1cc(NC(=O)Nc2ccc(C)cc2)ccc1N1CCCC1	-7	-3	8
CCCCc1ncc(CN2CCC(C(=O)Nc3ccccc3-c3cccc(OC)c3)CC2)[nH]1	-11	-4&-7	7&12
CC(NC(=O)Cc1ccc(Oc2nc(Cc3ccc(F)cc3)ns2)cc1)c1ccccc1 (stereo not drawn)	-4	-1	0
CCOc1ccc(-c2nnc(SC(F)F)n2CCC(=O)OCC(=O)/C(C#N)=C(\C)N)cc1	x	-3	-5
COc1ccc(OC)c(NC(=O)CSc2nc3c(-c4ccccc4)c[nH]c3c(=O)n2C2CC2)c1	-9	-4	2
O=C(NC1CCCC[C@H]1N(Cc1ccc(Cl)cc1)C(=O)c1ccccc1)C1CCCN(C(=O)C2CC2)C1 (stereo partly drawn)	-1	-2	9

# The listing continues.
structure	mcGAS lum	hcGAS lum	NPYLR7 agonist
CCC1(C)Cc2ccccc2-c2c1c(=O)n(-c1ccc(C)cc1)c1nncn21 (stereo not drawn)	1	5	1
O=C1COc2ccc(S(=O)(=O)NC3CC3)cc2N1	x	5	0
O=C1CC(c2nc3ccccc3n2Cc2ccc(F)cc2)CN1c1ccccc1 (stereo not drawn)	-6	-11	8
Cc1oc(-c2cccc(Cl)c2)nc1CN1CCOC(CCO)C1 (stereo not drawn)	x	-5	5
O=[N+]([O-])c1ccccc1S(=O)(=O)Nc1ccc(Cl)cc1Cl	x	0	4
O=C(C=Cc1ccc(N2CCCCC2)cc1)c1ccc(S(=O)(=O)N2CCCC2)cc1	x	-8	-1
CNC(=O)Cc1nc(CNc2cccc(C(=O)OC)c2)cs1	x	4	-15
Brc1cnc(N2CCOCC2)nc1N1CCCCC1	-4	-9	13
CCOCCCN(CC(=O)N1CCc2sccc2C1c1ccc(Cl)cc1)C(=O)c1cccc(F)c1 (stereo not drawn)	-3	-7	-3
COC(=O)[C@@H]1[C@H](C(=O)N2CCC(c3ccccc3)CC2)[C@@H]2C=C[C@H]1C2	-4	-2	-9
O=C(CSc1nc(=O)[nH]c2c1CCCC2)N1CCCCCC1	-7	-2	-3
Cc1cccc(-n2nc3c(c2NC(=O)CC2CCCCC2)CS(=O)C3)c1C (stereo not drawn)	x	-8	-2
COCCNC(=O)c1cc(-c2ccccc2OC)nc2cc(-c3ccccc3)nn12	-5	-2	-9
CC1(C)CCC(NC(=O)[C@@H](N)CCC(=O)O)CC1	-4	-8	4
CCCC(NC(=O)c1ccoc1C)c1ccccc1 (stereo not drawn)	x	33	-3
CCOc1ccc(-n2c(SCC(=O)Nc3cc(C)on3)nc3c([nH]c4ccccc43)c2=O)cc1	-9	-10	0
O=C(NCc1ccccn1)c1coc(CN(CCc2c[nH]c3ccccc23)Cc2cccc(Oc3ccccc3)c2)n1	-7	-2	x
O=C(NCCN1CCCCC1)C(C1CCCC1)N1CCN(C(=O)c2ccc(Cl)cc2)CC1 (stereo not drawn)	-1	2	-5
CC(=O)N1CCC(N2CCC(Sc3ccccc3C)CC2)CC1	x	1	3
CCCOc1ccccc1/C=N\Nc1nncn1/N=C\c1ccccc1OCCC	x	-7	-9
O=C(CSc1nnc(NC(=O)c2ccccc2)s1)Nc1nccs1	-4	-1	-12
Cc1cccc(C)c1N1CCN(S(=O)(=O)N2CCCC2)CC1	-1	-1	-2
Clc1ccc2nc(CSc3ccc4ccccc4c3)cn2c1	x	-6	2
CCOC(=O)[C@H]1[C@@H](O)C(=O)N(Cc2ccccc2)C12CCN(C(=O)COc1ccccc1)CC2	-6	2	7
CCCn1c(N)c(C(=S)NC(=O)C2CC2)c(=O)n(C)c1=O	x	-1	-2

# Screens: PubChem BioAssay, Fisher Drug Discovery Resource Center
